Screening data: PubChem, Sanford-Burnham Center for Chemical Genomics
Mdm2-MdmX inh: disrupts the human Mdm2-MdmX interaction; inhibition, % at 8 µM; 330,000 tested, 3% active; SaOS-2 split-luciferase Mdm2/MdmX complementation, luminescence; AID 485346;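 active = inhibition of at least 50% at 8 µM in the primary screen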
Jurkat NFkB inh: inhibitors of the PMA/ionomycin-induced NF-kB reporter in Jurkat cells; 330,000 tested, 0.53% active; inhibition, % at 4 µM; PMA/ionomycin-induced NF-kB luciferase reporter, luminescence; in the data active = inhibition above about 50%
CCR6 antagonist: antagonists of human CCR6 receptor; P51684; CHO-K1 CCR6 PathHunter beta-arrestin, luminescence, CCL20-stimulated; inhibition, % at 20 µM; 340,000 tested, 0.49% active; AID 493098;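 active = compounds whose inhibition of the agonist-driven luminescence signal at 20 µM reaches about 50%, limit read from the data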;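 also: cells stimulated with CCL20 at 14 nM final; plate controls were DMSO with CCL20 for no effect and DMSO without agonist for full effect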
Target sequence (P51684 whole entry, looked up): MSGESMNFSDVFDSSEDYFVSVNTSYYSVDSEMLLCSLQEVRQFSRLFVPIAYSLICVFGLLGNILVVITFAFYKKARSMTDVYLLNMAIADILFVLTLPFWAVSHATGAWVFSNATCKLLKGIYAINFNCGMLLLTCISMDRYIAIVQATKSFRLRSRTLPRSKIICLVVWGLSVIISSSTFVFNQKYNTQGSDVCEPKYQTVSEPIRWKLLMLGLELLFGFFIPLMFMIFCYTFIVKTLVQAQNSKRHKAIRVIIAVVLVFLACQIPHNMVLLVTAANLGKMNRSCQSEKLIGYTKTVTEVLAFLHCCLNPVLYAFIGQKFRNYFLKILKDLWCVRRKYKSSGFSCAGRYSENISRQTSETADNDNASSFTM
697 NFkB inh: lowers PMA/ionomycin-induced NF-kB signal in 697 B cells. AID 435022. inhibition, % at 4 µM. 697 B-cell NF-kB luciferase reporter, 16 h. 330,000 tested, 0.33% active; in the data active = inhibition above about 35%
Gli-Sufu block: Gli-Sufu pathway antagonism. Sufu-KO-LIGHT fibroblasts, Gli luciferase reporter luminescence. inhibition, % at 5 µM. 340,000 tested, 0.74% active;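 active = inhibition above about 55%, limit read from the data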;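 also: 0% = DMSO-treated cells and 100% = wells with medium but no cells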
UPR XBP1 act: activators of adaptive arm of unfolded protein response (XBP1). activation, % at 20 µM. 330,000 tested, 0.33% active. CHO-XBP1 luciferase reporter, IRE1-XBP1 UPR activation, luminescence; percent of tunicamycin response, DMSO as zero;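 active = versus positive control, 20 µM dose yields 30% or more activation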;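 also: 100% = tunicamycin at 10 µg/mL and 0% = DMSO only wells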
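Material: IRE1-XBP1 luciferase reporter CHO line / Quantity: one thousand reporter cells per well / Buffer or medium: F12 with 10% serum / Compound: 20 µM single concentration, DMSO 1% / Times: 6 h treatment, 37 °C / Detection: Steady-Glo luciferase glow luminescence, 10 min after reagent addition / Benchmarks: tunicamycin high, DMSO low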
CXCR6 inh: CXCR6 (human) receptor inhibition | CHO-K1 PathHunter CXCR6 beta-arrestin, luminescence | O00574 | inhibition, % at 20 µM | 360,000 tested, 0.36% active; in the data active = inhibition above about 34%, passing the limit was not always enough;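 also: antagonist mode with CXCL16 agonist at 10 nM final; 0% = 10 nM CXCL16 with DMSO and 100% = unstimulated wells without agonist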
Target sequence (O00574 whole entry, looked up): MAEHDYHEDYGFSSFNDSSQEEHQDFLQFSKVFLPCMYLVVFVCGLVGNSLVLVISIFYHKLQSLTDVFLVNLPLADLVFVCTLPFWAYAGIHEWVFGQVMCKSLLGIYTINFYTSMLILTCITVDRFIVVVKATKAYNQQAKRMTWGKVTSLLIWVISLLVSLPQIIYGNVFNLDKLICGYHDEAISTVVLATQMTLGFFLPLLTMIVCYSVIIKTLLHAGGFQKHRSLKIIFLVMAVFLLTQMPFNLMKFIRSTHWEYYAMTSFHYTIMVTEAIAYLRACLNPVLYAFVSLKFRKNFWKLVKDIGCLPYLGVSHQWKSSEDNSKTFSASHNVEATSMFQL
EBI2 block: antagonists of human EBI2 receptor; P32249; EBI2 beta-arrestin recruitment, luminescence, 7a,25-OHC stimulated; inhibition, % at 5 µM; 360,000 tested, 0.81% active; AID 651636; in the data active = inhibition above about 38%;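 also: enzyme fragment complementation signal reports receptor beta-arrestin coupling in cells; 0% = agonist plus DMSO wells and 100% = wells without agonist; some results beyond the cut were filed as inactive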
Target sequence (P32249 whole entry, looked up, the tested form may be a part): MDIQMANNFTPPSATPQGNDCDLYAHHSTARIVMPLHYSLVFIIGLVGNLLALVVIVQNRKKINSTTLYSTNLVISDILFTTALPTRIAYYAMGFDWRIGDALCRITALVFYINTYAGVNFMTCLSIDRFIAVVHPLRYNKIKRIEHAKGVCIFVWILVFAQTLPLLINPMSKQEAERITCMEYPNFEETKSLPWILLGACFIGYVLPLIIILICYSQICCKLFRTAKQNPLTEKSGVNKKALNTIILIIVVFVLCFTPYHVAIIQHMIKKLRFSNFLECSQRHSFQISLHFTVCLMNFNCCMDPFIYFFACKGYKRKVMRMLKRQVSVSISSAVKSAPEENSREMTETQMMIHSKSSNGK
CHOP UPR activ: activators of apoptotic arm of unfolded protein response (CHOP); CHO-CHOP luciferase reporter, UPR activation, luminescence; percent of tunicamycin response over DMSO baseline; activation, % at 10 µM; 330,000 tested, 0.34% active;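 active = at 10 µM dose, activation of 40% or more, normalized to positive control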;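 also: 100% = tunicamycin at 10 µg/mL and 0% = DMSO alone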
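Test system: CHO-CHOP cells, stable luciferase reporter of PERK-eIF2a-CHOP signalling | Quantity: 500 CHO-CHOP cells per well | Buffer or medium: F12 plus 10% serum | Compound dosing: 10 µM single point, 0.5% DMSO | Schedule: 6 h compound treatment, 37 °C | Signal: Luciferase luminescence | Control set: Tunicamycin high control, DMSO low control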
Starred values were filed as active, the others as inactive; x = not tested or not shown. Hits appear at their usual frequency. About 5% of those tested had a hit in this group.

cpd	compound	UPR XBP1 act	CHOP UPR activ	Mdm2-MdmX inh	697 NFkB inh	Gli-Sufu block	Jurkat NFkB inh	CCR6 antagonist	EBI2 block	CXCR6 inh
1	COc1ccc(C(=O)Nc2ccc3nc(N4CCCCC4)cc(C)c3c2)cc1OC	3	4.6	34	-27	14	1	-6	21	-3
2	COc1ccc(N2CCN(C(c3cccc(OC)c3OC)c3nnnn3C3CCCC3)CC2)cc1 (configuration not stated)	2	0.9	20	4	-16	5	10	20	7
3	Cc1cccc(C(=O)NC2CC3CCCC(C2)N3S(=O)(=O)c2ccccc2)c1 (configuration not stated)	-3	-1.5	0	2	6	15	8	2	-7
4	O=C(CSc1nnc(-c2n[nH]c3ccccc23)n1-c1ccccc1)Nc1cccc(Cl)c1	-2	3.6	6	-7	-7	-7	1	6	8
5	CCCNc1nc(Cl)nc(NCc2cccnc2)n1	5	-0.3	12	-16	0	-7	0	0	-1
6	CCOc1ccccc1C=NNC(=O)C(=O)NN=Cc1ccccc1OCC	x	x	x	x	-2	x	3	7	-8
7	COc1ccccc1OCc1ccc(C(=O)NN)o1	-2	-0.8	20	11	-2	-18	-9	-17	-6
8	COCC(=O)NCc1ccc2c(c1)cc(C)n2C	0	-0.5	2	0	-18	-8	-1	-7	-12
9	COc1ccccc1C(=O)NCC(=O)OCc1ccc(Br)cc1	1	1.7	-19	-2	-11	6	16	-6	10
10	CCCCCNC1=CC(=O)CC(c2ccccc2)C1 (configuration not stated)	1	-0.2	29	6	2	27	-14	-8	-6
11	C/C(=N\NC(=O)c1nnn(-c2nonc2N)c1-c1cccs1)c1ccc(C)cc1	15	1.9	71*	3	-10	1	7	-4	-8
12	Cc1onc(-c2ccccc2Cl)c1C(=O)NCc1cccs1	-4	-0.1	-14	6	5	-3	-14	12	-11
13	Cc1cccc(NC(=S)N(Cc2ccco2)C(C)c2cccs2)c1 (configuration not stated)	-2	0.4	-12	20	1	-3	22	-9	14
14	Cc1ccc(NC(=O)CC2Nc3ccccc3NC2=O)cc1Cl (configuration not stated)	x	x	x	x	-36	x	2	15	-16
15	COc1ccc(-c2csc(NC(=O)CC(C)C)n2)cc1	-2	4.8	-70	-51	-44	-51	-8	0	-4
16	COc1ccc(NC(=O)CSc2nnc(C3CC3)n2C)cc1S(=O)(=O)N1CCOCC1	-1	-0.7	13	-9	5	1	-1	-8	-7
17	O=C(NC1CC1)C1=COCCO1	1	-1.0	4	19	0	-6	2	-7	-1
18	COc1ccc(CCNC(=O)c2ccc(-c3ccc([N+](=O)[O-])cc3Cl)o2)cc1	-2	1.3	1	-30	4	2	2	-9	-17
19	Cc1cc(=O)oc(C)c1C(=O)NCCc1ccccc1	7	-1.8	-4	3	-17	-8	1	14	-6
20	COc1ccc(CCC(=O)NC2CCCc3ccccc32)cc1OC (configuration not stated)	-2	0.6	2	2	-2	-4	1	3	0
21	CC1CCN(C(=S)c2cn(Cc3ccc(F)cc3)c3ccccc23)CC1	-4	-1.1	10	-19	11	-8	18	26	12
22	COc1cccc(C(=O)N/N=C2\SCC(=O)N2Cc2ccc3c(c2)OCO3)c1	3	-1.2	-11	24	-39	-3	-13	-7	4
23	COc1ccc2oc(C(=O)N(CC(C)C)C3CCS(=O)(=O)C3)c(C)c2c1 (configuration not stated)	-1	-0.7	-15	-5	8	-9	7	-4	3
24	CN(CC(=O)NCc1ccc(F)cc1)S(=O)(=O)c1ccc2c(c1)n(C)c(=O)c(=O)n2C	-3	0.3	28	-8	-9	6	5	-15	1
25	O=C(NC1CCN(Cc2ccccc2)CC1)c1ccc(Cl)cc1Cl	-4	0.4	-7	9	26	6	0	5	-1
26	Nc1ccc2c(c1)CCC2=O	0	3.0	-21	13	-3	-8	1	-1	1
27	COc1ccc(CC(=O)Oc2cc(C)[nH]c(=O)c2[N+](=O)[O-])cc1	x	x	x	x	-5	x	-12	-8	2
28	COc1ccc(C2CC(c3ccccc3)=NN2C(=O)COC(=O)c2cc(S(=O)(=O)N3CCOCC3)ccc2Cl)cc1 (configuration not stated)	-4	0.7	1	9	9	-19	12	10	-3
29	CCn1ncc(/C=N\NC(=O)c2csc3ccccc23)c1C	6	4.3	26	-73	-42	48	-5	-7	-1
30	Cc1ccc(NC(=O)c2cc(NC(=O)c3ccccc3C(=O)O)ccc2N2CCCCC2)cc1	-2	1.7	15	-7	2	14	11	5	11
31	CC(C)(C)C(=O)Nc1cccc(-c2ccc[nH]2)n1	x	x	x	x	-17	x	20	-2	-5
32	COCCCn1nnnc1SCC(=O)N1CCN(C(=O)c2ccco2)CC1	-5	-0.6	-2	20	2	-4	3	3	-4
33	CCC(C)Nc1ncnc2c1cnn2Cc1ccc(Cl)cc1 (configuration not stated)	1	0.7	16	11	0	3	15	-10	-2
34	Cc1nc2ccccc2c(=O)n1NC(=O)c1ccc([N+](=O)[O-])cc1Cl	0	2.8	-28	4	-2	7	1	5	-9
35	COc1ccc2c(c1)OC(c1ccccc1)(C(F)(F)F)NC2=O (configuration not stated)	2	4.1	4	-3	5	-2	2	3	3
36	COC(=O)c1ccccc1NC(=O)Cn1cc(Br)cn1	4	2.0	16	14	3	-8	12	5	3
37	Cc1c(C)c2c(OCC(=O)N3CCC(C(=O)NCC(C)C)CC3)cc3c(c2oc1=O)CCC(C)(C)O3	-1	-0.3	26	-17	-2	6	20	-5	6
38	CCCN(Cc1ccco1)S(=O)(=O)c1ccc(OC)c(OC)c1	5	3.9	2	5	8	15	0	1	5
39	Clc1ncnc2scc(C3COc4ccccc4O3)c12 (configuration not stated)	-4	2.7	52*	10	-12	2	-24	-7	-11
40	O=c1c2cnn(-c3ccccc3)c2ncn1Cc1ccccc1F	4	0.4	-52	-26	-17	-24	2	-2	9
41	CCOC(=O)c1nc2ccccc2c(C)c1C	-2	1.0	-11	6	22	-1	0	-5	7
42	Cc1nc(-c2ccc(NC(=O)c3ccco3)cc2)cs1	-9	-9.5	31	-162	2	52*	10	-15	-4
43	CCCn1c(SCC(=O)N2c3ccccc3Sc3ccccc32)nc2ccccc21	-1	-0.4	35	3	3	-5	15	18	-1
44	O=C(O)c1ccc(Cl)c(S(=O)(=O)NCc2ccco2)c1	-2	-3.6	8	26	-6	23	-19	-1	-7
45	CC1CCCC(C)N1/N=C/c1cccc(Br)c1 (configuration not stated)	0	2.0	-3	-2	2	-2	18	-2	5
46	O=C(O)CCn1c(SCCOc2ccccc2)nc2ccccc21	-4	2.3	4	-4	1	-13	8	-2	-6
47	COc1cc(C2=NOC(C(=O)Nc3ccc4c(c3)OCO4)C2)cc(OC)c1OC (configuration not stated)	5	0.8	16	-12	0	-13	2	-1	-11
48	CC(=O)NS(=O)(=O)c1ccc(NC(=O)c2cccc(OCc3c(C)noc3C)c2)cc1	-1	-0.9	12	23	1	2	9	4	0
49	CCc1nc2c(n1O)CCc1nonc1-2	2	1.5	12	13	-3	3	-9	-8	-12
50	C/C(=N\NC(=O)c1ccn(C)n1)c1ccc(NC(=O)c2cccc(F)c2)cc1	-1	4.4	-11	-29	-25	-82	12	-1	-8
51	O=C(CNC(=O)c1nc[nH]c1C(=O)NCc1ccccc1)OCc1ccccc1	-3	0.8	8	-11	2	-30	21	-3	11
52	Cc1ccc(N2CC(C(=O)NC3=NCCS3)CC2=O)cc1 (configuration not stated)	-2	-0.2	19	10	7	3	4	-2	4
53	COC(=O)c1noc(C)c1-c1ccnn1C(=O)c1ccc(Cl)cc1	-2	1.0	-6	-5	0	2	6	1	-11
54	COc1ccccc1-c1nc(SCC(=O)N2CCC(C(N)=O)CC2)n[nH]1	1	0.9	-10	-10	4	-9	0	-8	1
55	O=C(CN1C(=O)NC2(CCCC2)C1=O)Oc1ccc2ccc(=O)oc2c1	0	-2.0	19	10	-19	5	-8	7	-2
56	O=C(Cn1cnc2c(OCc3ccccc3)ncnc21)NCC1CCCO1 (configuration not stated)	-1	0.7	17	-10	4	2	-8	-4	-2

The list continues.
cpd	compound	UPR XBP1 act	CHOP UPR activ	Mdm2-MdmX inh	697 NFkB inh	Gli-Sufu block	Jurkat NFkB inh	CCR6 antagonist	EBI2 block	CXCR6 inh
57	O=C(Cc1ccc(Cl)cc1)NNc1c(F)c(F)cc(F)c1F	0	4.6	-3	-1	-13	-14	-4	-8	2
58	Cc1ccccc1NC(=O)CN1CCN(C(=O)c2ccco2)CC1	-3	-2.0	10	-6	5	-5	1	-17	-16
59	O=c1cc(Nc2ccc3c(c2)OCCO3)[nH]c(=O)n1Cc1ccc(F)cc1	-7	-3.2	4	5	-18	-5	-3	6	1
60	[2H]C(CCOS(N)(=O)=O)c1ccccc1 (configuration not stated)	-1	-1.8	26	15	8	3	-3	-11	-8
61	Cc1ncc(CO)c(/C=N/NC(=O)c2ccoc2C)c1O	-2	0.3	4	8	-4	3	5	5	-4
62	CC(C)(C)C(=O)N1CCN(c2ccc([N+](=O)[O-])cc2Cl)CC1	-3	1.9	-22	-18	-18	-1	-9	-1	-5
63	O=[N+]([O-])c1ccc(C=NNc2ccccc2)cc1	x	x	x	x	-41	x	50*	9	18
64	O=C(CN1CCN(c2ccccc2)CC1)Nc1ccncc1	-2	2.3	0	-6	11	7	5	-7	-9

Compound profiles (already shown):
Profile of O=c1cc(Nc2ccc3c(c2)OCCO3)[nH]c(=O)n1Cc1ccc(F)cc1 : UPR XBP1 act: -7; CHOP UPR activ: -3.2; Mdm2-MdmX inh: 4; 697 NFkB inh: 5; Gli-Sufu block: -18; Jurkat NFkB inh: -5; CCR6 antagonist: -3; EBI2 block: 6; CXCR6 inh: 1
Profile of CC(C)(C)C(=O)N1CCN(c2ccc([N+](=O)[O-])cc2Cl)CC1 : UPR XBP1 act: -3; CHOP UPR activ: 1.9; Mdm2-MdmX inh: -22; 697 NFkB inh: -18; Gli-Sufu block: -18; Jurkat NFkB inh: -1; CCR6 antagonist: -9; EBI2 block: -1; CXCR6 inh: -5

Additional compounds
cpd	compound	UPR XBP1 act	CHOP UPR activ	Mdm2-MdmX inh	697 NFkB inh	Gli-Sufu block	Jurkat NFkB inh	CCR6 antagonist	EBI2 block	CXCR6 inh
65	NC(=O)COC(=O)CCCc1nc2ccccc2s1	-2	-2.3	-9	13	5	-2	-12	-11	-9
66	CCC(O)(C(=O)Nc1ccccc1C(F)(F)F)c1ccccc1OC (configuration not stated)	-1	1.2	-22	1	-8	-11	7	-10	5
67	CCCCCCSc1cc(-c2nc3ccc(Cl)cn3c2NC2CCCCC2)ccc1OC	-5	-0.2	14	7	19	24	4	15	4
68	O=C(CN1C(=O)NC2(CCCc3ccccc32)C1=O)NCC(F)(F)F (configuration not stated)	-3	0.0	0	10	11	0	-1	1	7
69	Cc1noc(NS(=O)(=O)c2ccc(NC(=O)c3ccccc3NS(=O)(=O)c3ccc(F)cc3)cc2)c1C	-4	0.6	18	-6	2	7	5	-22	1
70	OCCN(CCO)CC(O)CN(c1ccccc1)c1ccccc1 (configuration not stated)	0	2.6	15	12	3	5	6	-1	6
71	COc1ccc(N2CCN(CCNC(=O)Nc3ccc(C)c(Cl)c3)CC2)cc1	-3	1.0	0	9	2	17	0	7	0
72	CC(C)CC(=O)Nc1ccc(C(=O)CN2C(=O)NC3(CCOc4ccccc43)C2=O)cc1 (configuration not stated)	0	-1.3	3	0	-19	19	9	-5	3
73	O=C(CN1CCN(C2CCCCC2)CC1)c1c[nH]c2ccccc12	-1	4.1	-12	4	0	-10	4	-9	-8
74	CCCCC(=O)NC1=C(C(=O)OC)SCC1	0	-1.2	-15	-41	-1	30	23	1	1
